Source: PubChem
PI5P4Ka inh = inhibitors of human PI5P4K alpha. P48426. actives 1.2% (n = 330,000). AID 652105. max response, %. PI5P4Kalpha enzyme, ADP-Glo luminescence, 60 min; stronger effect = lower value; active means max response of -50% or lower; further: value at the top dose of about 77 µM; on the % scale 0 is the no-effect control and ±100 the full control effect
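qHTS, 1536-well: enzyme/substrate mix, compound by pin tool, 5 microM ATP final; RT 60 min; ADP-Glo reagents 1 (45 min) then 2 (30 min); luminescence.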
CCT chaperon mod = changes cytosolic chaperonin activity; purified chaperonin ATPase assay, HTRF ADP detection, 30 min; activity change, % (concentration not given with the values), hits read low; actives 0.3% (n = 360,000); AID 651819; in the data active means activity change below about -30%; further: on the % scale 0 is the no-effect control and ±100 the full control effect
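We incubate TRiC, 40 or 20 nM final, with library compounds at 76 uM and 10 uM ATP for 30 min at 37 °C. ADP formed is detected with Transcreener HTRF reagents after 30 min at room temperature.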
EPAC1 ag = activates human EPAC1 exchange factor. actives 0.073% (n = 360,000). EPAC1 agonist qHTS, biochemical assay; response scale: 100% = response to 6.5 mM cAMP. O95398. Potency, µM (doses to about 154 µM), inactives show top-dose activation, actives largely listed as activators; further: potency means the concentration at half of the fitted maximal effect; nearly all actives have a fitted effect of over 60% in size
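Nucleotide exchange by EPAC1 (100 nM) on Rap1B–BODIPY-GDP (250 nM) in the presence of 50 uM GDP is tracked fluorescently at 480/540 nm over 30 min. Signals are normalized to a 6.5 mM cAMP control.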
PLK1 PBD block = inhibitors of human PLK1 polo-box domain binding; P53350; Plk1 PBD binding of FITC phosphopeptide, fluorescence polarization; Potency, µM, for the others: max response, negative = inhibition, hits mostly inhibitors; actives 2.8% (n = 360,000); AID 720504; further: potency means the concentration at half of the fitted maximal effect; series mostly up to about 57 µM; on the % scale 0 is the no-effect control and ±100 the full control effect; nearly all actives have a fitted effect of over 65% in size
EPAC2 ag = agonists of human EPAC2 (RAPGEF4). Q8WZA2. EPAC2 activation, biochemical qHTS; response scale: 100% = 6.5 mM cAMP response. Potency, µM (highest dose often 154 µM), inactives show at the highest dose activation, most hits filed as activators. actives 0.079% (n = 360,000); further: potency means the concentration at half of the fitted maximal effect; nearly all actives have a fitted effect of over 50% in size
Target sequence (Q8WZA2 whole entry, looked up): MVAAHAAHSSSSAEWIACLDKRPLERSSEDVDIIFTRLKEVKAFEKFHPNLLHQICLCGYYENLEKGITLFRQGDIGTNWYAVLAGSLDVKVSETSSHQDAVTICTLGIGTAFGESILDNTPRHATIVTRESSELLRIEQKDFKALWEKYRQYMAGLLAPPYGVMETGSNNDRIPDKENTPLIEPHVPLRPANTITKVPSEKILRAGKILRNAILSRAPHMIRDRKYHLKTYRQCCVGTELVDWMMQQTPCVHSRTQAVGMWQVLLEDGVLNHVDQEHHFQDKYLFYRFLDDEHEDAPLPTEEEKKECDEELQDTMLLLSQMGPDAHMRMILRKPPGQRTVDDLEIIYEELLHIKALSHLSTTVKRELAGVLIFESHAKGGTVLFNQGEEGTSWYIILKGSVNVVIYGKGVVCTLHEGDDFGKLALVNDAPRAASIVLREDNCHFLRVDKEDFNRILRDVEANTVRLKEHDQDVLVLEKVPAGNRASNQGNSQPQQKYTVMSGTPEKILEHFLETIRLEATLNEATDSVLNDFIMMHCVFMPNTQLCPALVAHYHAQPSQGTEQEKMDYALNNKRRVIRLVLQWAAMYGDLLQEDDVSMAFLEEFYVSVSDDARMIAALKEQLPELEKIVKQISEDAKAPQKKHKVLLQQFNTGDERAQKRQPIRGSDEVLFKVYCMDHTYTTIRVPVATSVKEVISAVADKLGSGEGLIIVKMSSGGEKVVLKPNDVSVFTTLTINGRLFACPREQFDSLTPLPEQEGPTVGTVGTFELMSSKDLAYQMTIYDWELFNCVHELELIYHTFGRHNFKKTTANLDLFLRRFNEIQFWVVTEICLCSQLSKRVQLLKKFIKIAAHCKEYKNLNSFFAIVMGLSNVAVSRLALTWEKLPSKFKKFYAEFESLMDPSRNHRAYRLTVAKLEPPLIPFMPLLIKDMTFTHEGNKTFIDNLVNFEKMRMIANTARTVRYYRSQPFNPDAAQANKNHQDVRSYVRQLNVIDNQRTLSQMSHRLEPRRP
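Each well held 100 nM EPAC2, 250 nM RAP1B-BODIPY-GDP and 50 uM GDP. Fluorescence, read at 5-min intervals to 30 min, was referenced to a 6.5 mM cAMP positive control.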
EPAC1 antagonist = EPAC1 (human) antagonism; Potency, µM (doses to about 115 µM), for the others: at the top dose activity change, negative = inhibition, hits mostly inhibitors; O95398; EPAC1 GEF assay, Rap1b-BODIPY-GDP exchange fluorescence; actives 0.14% (n = 360,000); AID 720709;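 further: potency means the concentration at half of the fitted maximal effect; plate controls were vehicle for no effect and positive control for full effect; nearly all actives have a fitted effect of over 50% in size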
IL2 activator = activates IL-2 in a cell-based reporter assay; IL-2 activation reporter assay, cell-based qHTS; stimulated with anti-CD3/CD4/CD28 beads; in transgenic mouse T cells; activation, % (series mostly up to about 46 µM); actives 0.065% (n = 360,000); AID 652025; in the data active means activation above about 50%; further: 0% is about no effect
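Readout: EGFP and DsRed signals by fluorescent plate cytometry. Unstimulated transgenic mouse T cells received compound 60 min before antibody-bead stimulation, then incubated 18 h at 37 degrees C.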
WRN helicase inh = blocks human WRN helicase; Q14191; Potency, µM (highest dose often 114 µM), inactives show top-dose activity change, negative = inhibition, hits mostly inhibitors; actives 0.46% (n = 360,000); WRN helicase unwinding, fluorescent forked duplex, kinetic; further: potency means the concentration at half of the fitted maximal effect; on the % scale 0 is the no-effect control and ±100 the full control effect; nearly all actives have a fitted effect of over 55% in size
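Fluorescence dequenching readout, ex 525 nm/em 598 nm, kinetic mode: forked duplex DNA (100 nM final) with adjacent fluorophore and quencher unwound by WRN (20 nM final) with 2 mM ATP. Compound preincubation 15 min, room temperature.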
Active calls of the source: *; / = no result given; [ ] = remark or other dose. Unless noted, the call rests on the fitted dose curve; in most records, active means well fitted curve in the direction sought with a large enough effect; inconclusive means small, poorly fitted or top-dose-only effect, or another doubt; inactive means no such curve, though single readings can be large; an effect the other way counts as inactive or inconclusive.

Start of the data: the first 2 entries, to show the layout:
SMILES	PI5P4Ka inh	CCT chaperon mod	EPAC1 ag	PLK1 PBD block	EPAC2 ag	EPAC1 antagonist	IL2 activator	WRN helicase inh
COc1ccc(C(=O)Oc2ccc(/C=N/NC(=O)c3cccnc3)cc2OC)cc1	0	1.2	1%	-7%	3%	13%	0.4	6%
O=C(c1ccco1)N1CCCC(N2CCN(c3cccc(C(F)(F)F)c3)CC2)C1 (configuration not stated)	3	-2.6	-4%	-19%	-5%	12%	-2.9	3%

The list itself, previewed entries included:
SMILES	PI5P4Ka inh	CCT chaperon mod	EPAC1 ag	PLK1 PBD block	EPAC2 ag	EPAC1 antagonist	IL2 activator	WRN helicase inh
COc1ccc(C(=O)Oc2ccc(/C=N/NC(=O)c3cccnc3)cc2OC)cc1	0	1.2	1%	-7%	3%	13%	0.4	6%
O=C(c1ccco1)N1CCCC(N2CCN(c3cccc(C(F)(F)F)c3)CC2)C1 (configuration not stated)	3	-2.6	-4%	-19%	-5%	12%	-2.9	3%
CN(C)/C=C(/C(=O)c1ccc(F)cc1)S(=O)(=O)c1ccc(F)cc1	1	-0.6	10%	3%	7%	2%	-0.2	-2%
CCN(c1ccccc1)S(=O)(=O)c1cc(C(=O)OC2CCOC2=O)ccc1C (configuration not stated)	-16	0.3	0%	-6%	11%	-21%	3.0	1%
Cc1ccc(NC(=O)c2ccc(C(C)(C)C)cc2)cc1-n1cnnn1	3	-0.8	-8%	-2%	2%	5%	0.4	7%
Cc1c(CN2CCC(CO)(Cc3cccc(C(F)(F)F)c3)CC2)c2ccccc2n1C	14	0.2	-4%	-3%	-5%	-12%	-3.6	-1%
CCn1cnc2scc(-c3ccccc3)c2c1=O	1	0.7	0%	-6%	5%	4%	-2.1	-3%
CNC(=O)/C(C#N)=C/c1ccc(-c2ccc(Cl)cc2)o1	0	0.5	3%	-4%	1%	17%	-5.4	6%
O=C(NCc1nc2ccccc2[nH]1)C1=C[C@@H](C2CCCCC2)C[C@@H](OCc2ccc(CO)cc2)O1	-16	-0.3	-5%	-3%	5%	-4%	-0.6	-3%
NC(=O)c1c(NC(=O)c2ccco2)sc2c1CCC2	/	0.1	-4%	-11%	-2%	-3%	2.3	-24%

Some of these compounds in order of their number in PLK1 PBD block, largest number first:
SMILES	PLK1 PBD block
O=C(NCc1nc2ccccc2[nH]1)C1=C[C@@H](C2CCCCC2)C[C@@H](OCc2ccc(CO)cc2)O1	-3%
CNC(=O)/C(C#N)=C/c1ccc(-c2ccc(Cl)cc2)o1	-4%
CCn1cnc2scc(-c3ccccc3)c2c1=O	-6%

Following part.
SMILES	PI5P4Ka inh	CCT chaperon mod	EPAC1 ag	PLK1 PBD block	EPAC2 ag	EPAC1 antagonist	IL2 activator	WRN helicase inh
CCOc1ccc(N2CC(O)=C(c3ccccc3)C2=N)cc1	1	-2.5	-8%	-12%	8%	3%	-1.8	10%
Cc1cc(C)nc(/N=C(\N)N2CCCCC2)n1	0	-1.9	8%	-13%	11%	5%	0.4	-3%
O=C(NC1(C(F)(F)F)NC(=O)N(Cc2cccnc2)C1=O)c1ccccc1 (configuration not stated)	-1	-0.7	-5%	1%	-11%	6%	-3.7	10%
O=C(O)C(Cc1ccccc1)Nc1ccc([N+](=O)[O-])cc1[N+](=O)[O-] (configuration not stated)	-3	0.9	-3%	-14%	8%	-18%	2.2	-13%
COc1cccc(CNC(=O)CCS(=O)(=O)c2cccc3nonc23)c1	/	-1.5	4%	-10%	10%	-12%	3.5	-5%
COc1ccc(-c2csc(C(C)(O)c3cccc(F)c3)n2)cc1OC (configuration not stated)	-2	0.2	0%	-5%	13%	-1%	0.9	-4%
COC(=O)Cn1cccc1C(=O)c1ccccc1	/	-0.5	1%	-11%	2%	11%	-1.6	2%
Cc1cccc(C(=O)C2CCOC(C)(C)C2)c1 (configuration not stated)	10	0.2	15%	-3%	2%	1%	0.0	0%
CC(=O)Nc1cccc(NC(=O)C(=O)Nc2ccc3c(c2)N(C(=O)C2CC2)CCC3)c1	-7	0.8	1%	-5%	7%	-14%	-3.9	-9%
Cc1ccnc(NC(=O)C2CCN(S(=O)(=O)c3cccc4nsnc34)CC2)c1	1	-0.6	1%	0%	6%	-18%	-0.5	-1%

Compound profiles (already shown).
O=C(NC1(C(F)(F)F)NC(=O)N(Cc2cccnc2)C1=O)c1ccccc1 (configuration not stated) in the list: PI5P4Ka inh = -1; CCT chaperon mod = -0.7; EPAC1 ag = -5%; PLK1 PBD block = 1%; EPAC2 ag = -11%; EPAC1 antagonist = 6%; IL2 activator = -3.7; WRN helicase inh = 10%
CCOc1ccc(N2CC(O)=C(c3ccccc3)C2=N)cc1 in the list: PI5P4Ka inh = 1; CCT chaperon mod = -2.5; EPAC1 ag = -8%; PLK1 PBD block = -12%; EPAC2 ag = 8%; EPAC1 antagonist = 3%; IL2 activator = -1.8; WRN helicase inh = 10%

Later entries.
SMILES	PI5P4Ka inh	CCT chaperon mod	EPAC1 ag	PLK1 PBD block	EPAC2 ag	EPAC1 antagonist	IL2 activator	WRN helicase inh
COc1ccc(CCNC(=O)COc2cc(O)c3c(c2)OC(C)(C)CC3=O)cc1	-17	-1.7	-6%	-7%	16%	-12%	-0.5	-7%
Cn1c(=O)oc2cc(S(=O)(=O)Nc3ccc(F)cc3)ccc21	-1	0.4	6%	-4%	3%	3%	-1.1	6%[57.1 µM]
COc1cc(NC(=O)Cc2ccccc2)ccc1NC(=O)Cc1ccccc1	-1	-2.8	-7%	-9%	11%	-2%	-0.5	8%
CN(C)c1ccc(-c2cccc(C3CC=CC4C3C(=O)N(Cc3ccccc3)C4c3ccc4ccccc4c3)c2)cc1 (configuration not stated)	0	0.3	11%	-7%	-1%	-11%	0.2	-3%
Cc1ccccc1N(CC(=O)N/N=C/c1ccc(Cl)cc1)C(=O)c1ccccc1	/	-1.3	15%	0%	15%	-21%	-3.5	-17%
COc1cccc(OC)c1C(=O)Nc1ccc(S(=O)(=O)Nc2ncccn2)cc1	8	-0.2	8%	-16%	17%	22%	1.1	2%
COc1cc(OC)cc(C(=O)Nc2cccc(NC(C)=O)c2)c1	/	-6.5	10%	-11%	2%	-7%	-0.4	-10%
COC(=O)c1cc(C)ccc1OCc1ccc([N+](=O)[O-])cc1	3	-0.3	-2%	7%	6%	-17%	-2.4	-7%
CCN(Cc1ccccc1)S(=O)(=O)c1ccc(C(=O)N(CCCN(C)C)c2nc3cc4c(cc3s2)OCO4)cc1	1	1.4	2%	0%	10%	-21%	-2.2	-15%
c1ccc(-c2nc(-c3nccc4ccccc34)oc2-c2ccccc2)cc1	16	-1.5	11%	-8%	10%	4%	-0.7	-6%
COc1cc([N+](=O)[O-])cc(/C=N/NC(=O)c2cc(C)nc3ccccc23)c1O	-27	-1.8	0%	4%	3%	2%	0.2	-11%
CC(=O)Nc1cccc(NC(=O)C2CCCN2C(=O)Nc2ccc(C)cc2)c1 (configuration not stated)	-1	-1.0	-6%	0%	2%	6%	-2.9	2%
CCC(=O)N1c2ccccc2[C@@H](N(C(C)=O)c2ccccc2)C[C@H]1C	3	-79*	1%	-12%	6%	-3%	0.4	-11%
Cc1ccc(NC(=O)[C@H](Cc2ccccc2)NC(=O)C2CCNCC2)cc1	4	-1.9	-4%	0%	4%	5%	-0.3	-3%
COCCNC(=O)C(NC(=O)C1CCCCC1)C12CC3CC(CC(C3)C1)C2 (configuration not stated)	-1	-5.3	9%	-6%	1%	-5%	1.0	-2%
Cc1cc(C)n2[nH]c(=O)c(N=Nc3cccc(Cl)c3)c2n1	-6	2.1	-8%	-8%	-9%	-7%	0.0	-5%
Cc1noc(C)c1COc1cccc(C(=O)N2CCc3ccccc32)c1	8	0.2	-3%	1%	6%	-13%	-0.5	-3%
CCOC(=O)c1sc(=S)n(CC)c1NC(=O)c1ccccc1	-7	-4.0	-1%	-4%	4%	7%	0.3	0%
c1ccc(Cn2c(NCc3ccncc3)nc3ccccc32)cc1	-9	0.8	3%	-21%	3%	-26%	0.6	-3%
CC(C)CC(=O)Nc1ccnn1C1CCN(C(=O)c2ccccc2F)CC1	-2	-4.6	11%	-7%	-8%	2%	1.1	-34%
C=CCn1c(SCCC#N)nnc1-c1ccncc1	/	-1.5	3%	3%	4%	14%	3.3	-3%
COc1ccccc1N1CCN(Cc2cc(OC)c3c(c2)OCO3)CC1	5	1.4	4%	-4%	5%	11%	0.1	2%
CC(=O)Nc1c(C)ccc([N+](=O)[O-])c1C	-5	-0.9	-2%	-11%	5%	-9%	-0.1	9%
CCC(OC(=O)c1ccco1)C(=O)NCc1ccc(OC)cc1 (configuration not stated)	-3	-0.6	3%	2%	1%	9%	-0.1	3%
CCc1c(C)nc(SCC(=O)NNC(=O)c2ccco2)[nH]c1=O	0	-4.6	6%	-2%	15%	-21%	0.1	-4%
COC(=O)CCC(=O)NNC(=O)c1ccc(Cl)cc1Cl	/	0.4	2%	-2%	-3%	-1%	-3.8	4%
O=[N+]([O-])c1ccc(SCc2ccco2)cc1N1CCOCC1	3	0.2	-22%	2%	0%	-20%	-1.3	-10%
COc1ccccc1CNc1nc2nc(C)c(C)c(=O)n2[nH]1	1	-2.3	8%	-11%	7%	-13%	0.5	-4%
CC(=O)Oc1ccc(N(C(C)=O)S(=O)(=O)c2ccccc2)c2ccccc12	3	1.6	8%	-2%	7%	-2%	-0.5	-7%
O=C1CC(N2CCCc3ccccc32)C(=O)N1c1ccccc1Cl (configuration not stated)	-6	0.5	-2%	-1%	11%	-15%	0.0	3%

7 entries already listed, sorted by molar mass, descending:
SMILES	PI5P4Ka inh	CCT chaperon mod	EPAC1 ag	PLK1 PBD block	EPAC2 ag	EPAC1 antagonist	IL2 activator	WRN helicase inh
CC(C)CC(=O)Nc1ccnn1C1CCN(C(=O)c2ccccc2F)CC1	-2	-4.6	11%	-7%	-8%	2%	1.1	-34%
CN(C)/C=C(/C(=O)c1ccc(F)cc1)S(=O)(=O)c1ccc(F)cc1	1	-0.6	10%	3%	7%	2%	-0.2	-2%
O=C1CC(N2CCCc3ccccc32)C(=O)N1c1ccccc1Cl (configuration not stated)	-6	0.5	-2%	-1%	11%	-15%	0.0	3%
COC(=O)CCC(=O)NNC(=O)c1ccc(Cl)cc1Cl	/	0.4	2%	-2%	-3%	-1%	-3.8	4%
Cc1cc(C)n2[nH]c(=O)c(N=Nc3cccc(Cl)c3)c2n1	-6	2.1	-8%	-8%	-9%	-7%	0.0	-5%
CNC(=O)/C(C#N)=C/c1ccc(-c2ccc(Cl)cc2)o1	0	0.5	3%	-4%	1%	17%	-5.4	6%
Cc1cccc(C(=O)C2CCOC(C)(C)C2)c1 (configuration not stated)	10	0.2	15%	-3%	2%	1%	0.0	0%

The list is partial; the hit share may differ from the screen's.
